FECH block: inhibitors of human ferrochelatase. P22830. purified FECH, Ni-mesoporphyrin absorbance 550 nm. calls only at 10 µM (by protocol). 20,000 tested, 3.3% active. AID 1671448;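 active = enzyme reaction rate more than 3 SD below the solvent-only control wells on the same plate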;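 also: lower slope than DMSO wells means FECH inhibition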
Target sequence (P22830 whole entry, looked up): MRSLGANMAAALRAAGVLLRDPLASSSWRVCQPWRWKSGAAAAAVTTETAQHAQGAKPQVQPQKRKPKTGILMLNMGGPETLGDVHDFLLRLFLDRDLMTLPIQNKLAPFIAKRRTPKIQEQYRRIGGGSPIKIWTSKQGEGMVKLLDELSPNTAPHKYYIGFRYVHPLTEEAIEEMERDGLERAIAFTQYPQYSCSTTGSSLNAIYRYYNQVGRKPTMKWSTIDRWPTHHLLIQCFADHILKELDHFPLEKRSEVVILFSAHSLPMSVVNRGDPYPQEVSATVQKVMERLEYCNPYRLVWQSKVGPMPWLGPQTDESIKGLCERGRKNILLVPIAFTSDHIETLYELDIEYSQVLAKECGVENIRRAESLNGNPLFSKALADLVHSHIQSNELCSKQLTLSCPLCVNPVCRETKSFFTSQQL
Calls only. This is a subset. The share of hits here may be higher or lower than overall.

How did Cc1cc(CC(C)NC(=O)CC2=CCCCC2)n[nH]1 (configuration not stated) do in these assays?
FECH block: inactive

How did CCCc1nnc2sc(C(C)n3cnc4ccccc4c3=O)nn12 (configuration not stated) do in these assays?
FECH block: inactive

How did COC(=O)C(CCSC)N1Cc2ncccc2C1=O (configuration not stated) do in these assays?
FECH block: inactive

Results for O=C(CCN1CCN(C(=O)C2CCCO2)CC1)Nc1nnc(C2CC2)s1 (configuration not stated) ?
FECH block: inactive

What do the screens show for `CCOC(=O)Cn1c(=O)n(-c2ccc(F)cc2)c2nc(-c3ccccc3C)nc(C(N)=O)c21`?
FECH block: inactive

How did CCCc1cc(Sc2ccc(NS(=O)(=O)c3ccc(Cl)cc3)cc2)n2ncnc2n1 do in these assays?
FECH block: inactive

Results for Cc1cc(C)c(S(=O)(=O)NCc2nc3cccnc3n2C)cc1C ?
FECH block: inactive

Results for Cc1cccc(Nc2nc(NC3CCCC3)nc3c2cnn3-c2ccccc2)c1 ?
FECH block: inactive

Results for Cc1cc(N(C)C)nc(N2CCN(S(=O)(=O)c3ccc(-c4ccccc4)cc3)CC2)n1 ?
FECH block: inactive

What do the screens show for `CCc1cccc(N2C(=O)N(CC(=O)NC3CCCCC3)c3ccccc3S2(=O)=O)c1`?
FECH block: inactive

Overlap with the part before: 2 compounds; new compounds follow.
Results for Cc1cc(N(C)C)nc(N2CCN(S(=O)(=O)c3ccc(-c4ccccc4)cc3)CC2)n1 ?
FECH block: inactive

What do the screens show for `CCc1cccc(N2C(=O)N(CC(=O)NC3CCCCC3)c3ccccc3S2(=O)=O)c1`?
FECH block: inactive

What do the screens show for `CCOc1ccc(Cn2c(CNS(=O)(=O)c3ccc(Cl)s3)nc3cccnc32)cc1`?
FECH block: inactive

Results for c1ccc(CN(Cc2nccs2)Cc2cccn2-c2ncccn2)cc1 ?
FECH block: inactive

How did O=C(NC1CC(=O)N(Cc2ccc(F)cc2)C1)c1ccccc1-c1ncn[nH]1 (configuration not stated) do in these assays?
FECH block: inactive

How did CN(CC(=O)NCc1ccc2c(c1)CC(C)(C)O2)C1CCS(=O)(=O)C1 (configuration not stated) do in these assays?
FECH block: inactive

How did CCn1ncnc1CN1CCC2(CC1)C(=O)NCCN2C do in these assays?
FECH block: inactive

What do the screens show for `CCN(CC)CCCNC(=O)C1CCN(c2ccc(-c3cccs3)nn2)CC1`?
FECH block: inactive

How did CCN(C)C(=O)c1ccc(N2CCC(c3[nH]ncc3-c3ccccc3)CC2)nc1 do in these assays?
FECH block: inactive

How did CN(C)S(=O)(=O)N1CC[C@@H](c2ccc3ccccc3c2)[C@H](O)C1 do in these assays?
FECH block: inactive

How did CSc1ccc(-c2nc(CN3CCn4nc(C)cc4C3)c(C)o2)cc1 do in these assays?
FECH block: inactive

How did Cc1ccc(Cn2c(CNS(=O)(=O)c3ccc(F)c(Cl)c3)nc3cccnc32)cc1 do in these assays?
FECH block: inactive

Results for CCn1cnc(NC(=O)N(C)Cc2cccc3ncccc23)n1 ?
FECH block: inactive

Results for Cc1cc(-c2c(-c3ccccc3)ncn2CCS(C)(=O)=O)n[nH]1 ?
FECH block: inactive

How did COc1cc(-c2nccn2C2CCCCCC2)ccc1OCC(N)=O do in these assays?
FECH block: inactive

Results for CCCc1cc(=O)[nH]c(SCc2nc(-c3ccccc3C)oc2C)n1 ?
FECH block: inactive

Results for CCCc1cc(Sc2ccc(NC(=O)c3ccc4c(c3)OCO4)cc2)n2ncnc2n1 ?
FECH block: inactive

How did CC(C)NCc1cc(=O)n2[nH]c(NCc3ccccc3)nc2n1 do in these assays?
FECH block: inactive

Results for CN1C[C@@H]2CC[C@H](CC1=O)N2c1cc(N2CCOCC2)ncn1 ?
FECH block: inactive

How did CCOc1ccc(OCC)c(Nc2c(-c3ccc4c(c3)CCCC4)c(=O)c2=O)c1 do in these assays?
FECH block: inactive

Results for CCN1CCN(C(=O)CN2c3ccc(C(C)C)cc3-c3ccccc3S2(=O)=O)CC1 ?
FECH block: active

How did CCOc1ccc(Nc2nc(NCC(C)C)nc3c2cnn3-c2ccccc2)cc1 do in these assays?
FECH block: inactive

By substructure, those above containing a thiophene ring, fused or not.
What do the screens show for `CCOc1ccc(Cn2c(CNS(=O)(=O)c3ccc(Cl)s3)nc3cccnc32)cc1`?
FECH block: inactive

What do the screens show for `CCN(CC)CCCNC(=O)C1CCN(c2ccc(-c3cccs3)nn2)CC1`?
FECH block: inactive

(list continues)
Results for CCc1cccc(C)c1NC(=O)CSCc1nc(-c2ccc(F)cc2)no1 ?
FECH block: inactive

What do the screens show for `O=S(=O)(NCc1nc2cccnc2n1Cc1ccccc1)c1cccc(Cl)c1`?
FECH block: inactive

What do the screens show for `Cc1ccc(CNC(=O)c2cccn2-c2nnc(N3CCCCC3)s2)cc1`?
FECH block: inactive

How did COc1ccc2c(c1)CC(NCCN1N=C(c3ccccc3)CCC1=O)CC2 (configuration not stated) do in these assays?
FECH block: inactive

Results for CCOC(=O)c1cc2n(n1)CC(C)(C(=O)NC1CCCC1)N(c1ccc(C)c(F)c1)C2=O (configuration not stated) ?
FECH block: inactive

Results for Cc1cc(CNc2cc(N)ncn2)c2[nH]c(-c3ccccc3)c(C)c2c1 ?
FECH block: inactive

Results for Cc1cc(NC(=O)c2ccc(C(F)(F)F)cc2)n(-c2ncnc3c2cnn3-c2cccc(C)c2C)n1 ?
FECH block: inactive

What do the screens show for `COc1cccc(F)c1-c1c(-c2ccccc2)ncn1Cc1cnc(C)cn1`?
FECH block: inactive

Results for Cc1ccc2cc(CN3CCCOCC3)c(=O)[nH]c2c1 ?
FECH block: inactive

Results for CC(C)N(Cc1ccccc1Cl)C(=O)CCn1cccn1 ?
FECH block: inactive

Results for COc1ccc(-c2cc(N3CCN(S(=O)(=O)c4ccc(CC(C)C)cc4)CC3)ncn2)cc1 ?
FECH block: inactive

How did Cc1[nH]c2ccc(CNC(=O)COc3ccc(-n4cnnn4)cc3)cc2c1C do in these assays?
FECH block: inactive

What do the screens show for `CCc1c(C)nc2ncnn2c1Sc1ccc(NC(=O)Nc2ccccc2C)cc1`?
FECH block: inactive

What do the screens show for `Cc1ccc(Nc2cc(C)nc(Nc3ccc(NC(=O)C(C)(C)C)cc3)n2)cc1`?
FECH block: inactive

Results for c1ccc(-c2ncc(-c3nccn3CCCn3ccnc3)s2)cc1 ?
FECH block: inactive

What do the screens show for `CN1C(=O)c2ccccc2Sc2cc(-c3noc(CNS(=O)(=O)c4ccccc4)n3)ccc21`?
FECH block: inactive

How did CSc1nc(Nc2ccc(N3CCC(C)CC3)cc2)c(C#N)c(-c2ccc(C)cc2)n1 do in these assays?
FECH block: inactive

How did CCNC(=O)C1CCN(c2ccc(-c3cccs3)nn2)CC1 do in these assays?
FECH block: inactive

Results for CCCc1nc(N(C)Cc2cnc(NC)nc2)c2cnn(C)c2n1 ?
FECH block: inactive

How did CCc1c(C)cc(C(=O)N2CCn3cncc3C2)c(=O)n1C do in these assays?
FECH block: inactive

Results for Cc1nc2nc(-c3ccccc3)nn2c(Sc2ccccc2NC(=O)c2ccc(Cl)cc2)c1C ?
FECH block: inactive

Results for COc1ccc(NC(=O)CN2CCN(Cc3ccc(Cl)cc3)S2(=O)=O)cc1Cl ?
FECH block: inactive

What do the screens show for `CSc1ccc2cc(CN(C)CCc3cn[nH]c3)c(=O)[nH]c2c1`?
FECH block: inactive

Results for Cc1nc(NCCc2nc3c(s2)CCC3)c2cnn(C)c2n1 ?
FECH block: inactive

What do the screens show for `Clc1ccc2oc(CN3CCCC3c3ccccn3)nc2c1` (configuration not stated)?
FECH block: inactive

Results for Cc1ccc(-c2cc(N3CCN(S(=O)(=O)c4cnn(C(F)F)c4C)CC3)ncn2)cc1 ?
FECH block: inactive

Results for CC(=O)c1cccc(NC(=O)CN2CCCN(Cc3cccc(Cl)c3)S2(=O)=O)c1 ?
FECH block: inactive

How did CCCNC(=O)c1[nH]cnc1C(=O)NC1CCc2ccccc21 (configuration not stated) do in these assays?
FECH block: inactive

What do the screens show for `CCCc1nc(CN(C)c2nc(C)nc3sccc23)no1`?
FECH block: inactive

Results for Cc1onc(-c2ccccc2Cl)c1C(=O)NCc1n[nH]c2c1CCC2 ?
FECH block: inactive

What do the screens show for `CCCn1c(CNS(=O)(=O)CC)nc2cccnc21`?
FECH block: inactive

How did Cc1[nH]ncc1C(=O)N1CC[C@@H](c2ccc(F)cc2)[C@H](O)C1 do in these assays?
FECH block: inactive

What do the screens show for `CN1CCC2(CC1)CN(Cc1ccc(S(C)(=O)=O)cc1)CCN2C`?
FECH block: inactive

Results for CC(C)(O)C#Cc1cccc(-c2n[nH]c(Cc3ccccc3)n2)c1 ?
FECH block: inactive

Results for Cc1nc(C)n(CCCNC(C)CO)n1 (configuration not stated) ?
FECH block: inactive

How did CCNc1ncc(C(=O)NC2CCC(n3cnnc3)CC2)cn1 (configuration not stated) do in these assays?
FECH block: inactive

What do the screens show for `CCC(=O)Nc1ccccc1-c1nnc(SCC(=O)Nc2ccc(OC)cc2)[nH]c1=O`?
FECH block: inactive

What do the screens show for `CN1CC[C@H]2CC[C@@H](C1)N2c1ccnc(C(=O)NCc2cccnc2)c1`?
FECH block: inactive

Results for O=C(NC12CC3CC(CC(O)(C3)C1)C2)c1cccc(NCc2cccs2)c1 ?
FECH block: inactive

What do the screens show for `CC1CCN(C(=O)c2[nH]cnc2C(=O)NCC(C)(C)C)CC1`?
FECH block: inactive

Molecules from the list above that have fluorine (9):
What do the screens show for `CCOC(=O)Cn1c(=O)n(-c2ccc(F)cc2)c2nc(-c3ccccc3C)nc(C(N)=O)c21`?
FECH block: inactive

How did O=C(NC1CC(=O)N(Cc2ccc(F)cc2)C1)c1ccccc1-c1ncn[nH]1 (configuration not stated) do in these assays?
FECH block: inactive

How did Cc1ccc(Cn2c(CNS(=O)(=O)c3ccc(F)c(Cl)c3)nc3cccnc32)cc1 do in these assays?
FECH block: inactive

Results for CCc1cccc(C)c1NC(=O)CSCc1nc(-c2ccc(F)cc2)no1 ?
FECH block: inactive

Results for CCOC(=O)c1cc2n(n1)CC(C)(C(=O)NC1CCCC1)N(c1ccc(C)c(F)c1)C2=O (configuration not stated) ?
FECH block: inactive

Results for Cc1cc(NC(=O)c2ccc(C(F)(F)F)cc2)n(-c2ncnc3c2cnn3-c2cccc(C)c2C)n1 ?
FECH block: inactive

What do the screens show for `COc1cccc(F)c1-c1c(-c2ccccc2)ncn1Cc1cnc(C)cn1`?
FECH block: inactive

Results for Cc1ccc(-c2cc(N3CCN(S(=O)(=O)c4cnn(C(F)F)c4C)CC3)ncn2)cc1 ?
FECH block: inactive

How did Cc1[nH]ncc1C(=O)N1CC[C@@H](c2ccc(F)cc2)[C@H](O)C1 do in these assays?
FECH block: inactive

(next part)
Results for CCCn1ccnc1-c1nccn1-c1ccc(OC)nc1OC ?
FECH block: inactive

What do the screens show for `Cc1nc(C)c2c(n1)OC(CN1CCc3onc(-c4cccc(F)c4)c3C1)C2` (configuration not stated)?
FECH block: inactive

What do the screens show for `COc1cccc(CN(C)C(C)c2nc(C)sc2C)c1F` (configuration not stated)?
FECH block: inactive

What do the screens show for `Cc1ccc(CNS(=O)(=O)NCc2ccccc2)c(F)c1F`?
FECH block: inactive

What do the screens show for `CCOc1ccc2nc(N3CCC(C(=O)NCCc4ccc(S(N)(=O)=O)cc4)CC3)sc2c1`?
FECH block: inactive

What do the screens show for `COc1ccc(Cl)cc1S(=O)(=O)NCc1nc2cccnc2n1CC(C)C`?
FECH block: inactive

Results for CC(C)Cc1c(-c2ccccc2)ncn1Cc1ccncc1 ?
FECH block: inactive

What do the screens show for `O=C(NCC1(c2cccc(F)c2)CCOCC1)c1cn[nH]n1`?
FECH block: inactive

Results for COc1ccc(C(=O)N(Cc2nc3nc(C)cc(C)n3n2)c2cccc(C)c2)cc1 ?
FECH block: active

Results for CN1CCn2nc(C(=O)N(C)CCn3ccc4ccccc43)cc2C1 ?
FECH block: inactive

Results for Cc1[nH]cnc1-c1c(-c2ccccc2)ncn1CC(=O)Nc1nccs1 ?
FECH block: inactive

Results for CC(=O)c1cccc(Nc2cc(C)nc3nc(-c4cccnc4)nn23)c1 ?
FECH block: inactive

What do the screens show for `Cc1ccc2nc(CN(C)Cc3ccnc(C(C)C)n3)[nH]c2c1`?
FECH block: inactive

How did COC(=O)CN(C)Cc1nc(-c2cccc(Cl)c2)oc1C do in these assays?
FECH block: inactive

What do the screens show for `CC1CCCCN1C1CN(C(=O)CCC(=O)Nc2cccc(O)c2)C1` (configuration not stated)?
FECH block: inactive

How did O=c1ccc(-c2ccc(Cl)c(S(=O)(=O)N3CCCC3)c2)n[nH]1 do in these assays?
FECH block: inactive

Results for COCCn1c(CNC(=O)c2cccs2)nc2cccnc21 ?
FECH block: inactive

What do the screens show for `CCS(=O)(=O)NCCn1c(-c2ccc(C)cc2)nc2cccnc21`?
FECH block: inactive

Results for Cc1cc(C)cc(-n2c(CN3CCN(C(=O)Nc4cccc(Br)c4)CC3)nc3cccnc32)c1 ?
FECH block: inactive

How did CN(Cc1ncc[nH]1)C(=O)COc1ccc(F)cc1 do in these assays?
FECH block: inactive

Results for CCCn1cc(C(=O)NC(C)c2nnc3n2CCNCC3)c(C)n1 (configuration not stated) ?
FECH block: inactive

Results for Cc1nc2nc(C)c(NC(=O)Nc3ccc(C)c(F)c3)c(=O)n2[nH]1 ?
FECH block: inactive

Results for CC(C)Cc1c(-c2ccccc2)ncn1CCSc1nccn1C ?
FECH block: inactive

What do the screens show for `Cc1ccc(-c2cc(O)c3c(c2)CN(C(=O)Nc2ccccc2)CCO3)s1`?
FECH block: inactive

Results for COc1ccc(N2CC(NC(=O)c3ccc4c(c3)OCO4)CC2=O)cc1 (configuration not stated) ?
FECH block: inactive

Results for COc1cc(OC)cc(C(=O)Nc2ccccc2Sc2c(C)c(C)nc3nc(-c4ccccc4)nn23)c1 ?
FECH block: inactive

How did Cn1c(=O)[nH]cc(CCN2CCc3[nH]nc(-c4ccc(F)c(F)c4)c3C2)c1=O do in these assays?
FECH block: inactive

Results for CCN1CCC[C@H]1CNC(=O)c1cnc(-c2cccnc2)nc1 ?
FECH block: inactive

Results for COc1ccc(-c2noc(CSC(C)C(=O)NCc3ccco3)n2)cc1 (configuration not stated) ?
FECH block: inactive

Among those listed so far, these have a tert-butyl group.
What do the screens show for `Cc1ccc(Nc2cc(C)nc(Nc3ccc(NC(=O)C(C)(C)C)cc3)n2)cc1`?
FECH block: inactive

What do the screens show for `CC1CCN(C(=O)c2[nH]cnc2C(=O)NCC(C)(C)C)CC1`?
FECH block: inactive
